Source: PubChem BioAssay (University of Kansas High Throughput Screening Laboratory)
mHTT-CaM PPI inh: mHTT-calmodulin interaction abrogation; AlphaScreen His-mHTT/GST-CaM binding, luminescence; inhibition, % at 15 µM; 190,000 tested, 3.6% active; P42858;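 also: 0% = both proteins with DMSO and 100% = one protein alone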
Pf apPOL inh: Pf-apPOL DNA polymerase inhibition; 210,000 tested, 0.25% active; inhibition, % at 10 µM; Recombinant Pf-apPOL, molecular beacon fluorescence, 1.5 h
* = called active by the depositor; i = inactive; / = not tested or not shown. Rule as the data show it: active = inhibition above about 50%; inactive = the rest.

Each structure is followed by: mHTT-CaM PPI inh, Pf apPOL inh
- CCOC(=O)N1CCC2(CC1)N=C(c1ccccc1O)CC(c1ccccc1O)N2 (stereo unspecified)
  27.0, -2.8
- CCC(=O)Oc1ccc2c(C)c(-c3ccc(OC)c(OC)c3)c(=O)oc2c1
  0.5, -9.4
- Cc1nc(N2CCC(C(=O)NCc3ccc(F)cc3F)CC2)c2c(C)scc2n1
  16.7, 1.1
- COc1ccc(-c2c(C)oc3c(CN4CCN(CCO)CC4)c(O)ccc3c2=O)cc1
  3.3, -3.4
- O=c1c2ccccc2nc(SCc2ccccc2)n1-c1ccccc1
  -2.8, 9.1
- Cc1ccc(F)cc1NC(=O)C1CCN(c2c(C#N)cnc3ccc(F)cc23)CC1
  -3.6, 0.7
- Cc1cc(O)ccc1NC(=O)Cc1ccccc1
  5.1, -10.7
- CC=C(C)C(=O)Nc1ccccc1CC1c2ccccc2CCN1C (stereo unspecified)
  /, 1.7
- COc1ccc(NC(=O)C2CC(c3ccccc3F)=NO2)cc1 (stereo unspecified)
  -4.5, -0.7
- Cc1cc(C)cc(N2C=C(C(=O)N3CCC(C)CC3)S(=O)(=O)c3ccccc32)c1
  14.8, -5.0
- CCCCCNC(=O)c1c[nH]c2ccc(S(=O)(=O)N(C)c3ccccc3OCC)cc2c1=O
  12.0, 2.0
- CCCCc1c(C)c(C#N)c2[nH]c3ccccc3n2c1=O
  12.0, -52.5
- CC(=O)c1sc2nc(-c3ccc(C)cc3)c(C)cc2c1N
  -2.0, -13.8
- O=C(NNC(=S)Nc1cccc(C(F)(F)F)c1)c1cccnc1
  /, -79.5
- CC(C)c1noc(-c2cccnc2N2CCCN(C(=O)c3ccc4c(c3)OCO4)CC2)n1
  5.9, -4.3
- O=C1CSC(c2ccccc2[N+](=O)[O-])N1c1ccc(F)cc1F (stereo unspecified)
  5.0, -3.1
- CCCOC(=O)c1ccc(Oc2c(C)oc3c(CN4CCN(CCO)CC4)c(O)ccc3c2=O)cc1
  25.5, -7.2
- CC1=CC(=O)C=C/C1=N\OC(=O)c1cccc([N+](=O)[O-])c1Br
  i, -0.6
- Cn1c2c(c(=O)n(C)c1=O)C(c1cccc(F)c1)C1=C(N2)c2ccccc2C1=O (stereo unspecified)
  18.0, -3.6
- CCOC(=O)C1CCN(C(=O)C2CCN(Cc3cn(C)c4ccc(Cl)cc34)CC2)CC1
  24.5, -2.3
- CCNc1cc(N2CCC(CCC(=O)Nc3cccc(C)c3)CC2)ncn1
  8.6, -0.5
- Cc1ccc(CN2CCN(C(=O)c3ccccc3F)CC2)cc1
  4.1, 6.9
- Cc1c(N=Cc2ccccc2OCc2ccccc2)c(=O)n(-c2ccccc2)n1C
  -1.0, 0.5
- CCCCN(C)CCCNC(=O)C1CC(=O)N(Cc2ccc(OC)cc2)C1 (stereo unspecified)
  -7.3, -4.4
- O=C(O)c1ccc(NS(=O)(=O)c2cccc(C(=O)Nc3ccccc3)c2)cc1
  -6.4, 3.0
- Cc1c(C(=O)NCCN(C)C)sc2ncnc(N3CCN(c4ccccc4F)CC3)c12
  8.0, 1.3
- CCNCc1cc(-c2cccc(OC)c2)on1
  -2.2, -9.1
- Cc1cc(C)cc(NC(=O)C2CC(=O)N(CCc3c[nH]c4ccc(F)cc34)C2)c1 (stereo unspecified)
  23.7, 1.0
- COC(=O)c1cc(Nc2cccc(OC)c2)c2cc(F)ccc2n1
  -13.4, -2.7
- CCC(=O)N1CCN(c2nc3c(s2)CC(C(=O)Nc2cc(C)ccc2C)CC3)CC1 (stereo unspecified)
  18.3, 3.1
- COc1ccc(C)cc1NC(=O)C(=O)NCc1ccccc1
  -3.4, -3.1
- CCNc1cc(N2CCCC(CCC(=O)Nc3ccc(OCC)cc3)C2)ncn1 (stereo unspecified)
  18.3, 1.3
- Cc1cc(C)nc(N=C(N)Nc2ccccc2Cl)n1
  -3.0, -2.7
- O=C(Nc1nccn(-c2ccc(F)c(F)c2)c1=O)c1ccncc1
  0.7, -3.7
- CCc1nc(C)nc(N2CCN(C(C)=O)CC2)c1Cc1ccccc1F
  1.2, -6.0
- Cc1c(NC(=O)C2CCC2)cccc1-c1nc2cc(Cl)ccc2o1
  2.0, -3.2
- O=C(CSc1cn(Cc2ccc(Cl)cc2)c2ccccc12)Nc1ccc2c(c1)OCCO2
  44.0, -2.0
- CC(C)C=CC1=CC2=C(C1)Cc1ccccc12
  /, -0.8
- COCCn1c(=N)c(S(=O)(=O)c2ccc(Cl)cc2)cc2c(=O)n3cccc(C)c3nc21
  -4.0, -22.3
- O=C(Nc1ccc2c(c1)OCO2)c1cc(-c2ccc3c(c2)OCO3)on1
  11.0, -7.1
- O=C(Cn1ccc([N+](=O)[O-])n1)Nc1ccc(F)cc1F
  -4.0, -0.7
- COc1ccc2cc(C(N)=O)c(=Nc3ccc(C(N)=O)cc3)oc2c1
  8.0, 1.0
- Cc1ccc2nc(-c3ccc(NC(=O)C(c4ccccc4)C4CCCC4)cc3)sc2c1 (stereo unspecified)
  /, -4.7
- O=C(NCc1ccc2c(c1)OCO2)C1CCCN(c2nnc3ccccn23)C1 (stereo unspecified)
  5.5, -0.8
- O=C(Cc1c[nH]c2ccccc12)N1CCc2c(nc3cc[nH]n3c2=O)C1
  -4.2, -2.2
- COc1cc(O)c(CN2CCCCC2C)c2oc(-c3ccccc3)cc(=O)c12 (stereo unspecified)
  13.7, -6.0
- Cc1ccc(-n2cccc2CC(=O)NCc2ccncc2)cc1
  13.1, -3.0
- CCC(Sc1nc2ccccc2o1)C(=O)Nc1nnc(C)s1 (stereo unspecified)
  0.0, 85.3*
- Cc1nc(N=C(N)Nc2cccc(Cl)c2C)[nH]c(=O)c1C
  3.2, -1.2
- COc1ccc(C(=O)N2CCN(c3ccc(N4CCCCCC4)nn3)CC2)cc1OC
  -3.7, -10.2
- CS(=O)(=O)N(CC(=O)Nc1ccccc1Cl)c1cccc(Cl)c1Cl
  -5.0, -8.6
- COc1ccc(CCNC(=O)C2c3ccccc3C(=O)N2C2CCCC2)cc1OC (stereo unspecified)
  12.0, -12.2
- Cc1c(C)c(C)c(CSCc2c(C)c(C)c(C)c(C)c2C)c(C)c1C
  /, 0.6
- C=CCn1c(=N)n(CCOc2ccccc2)c2ccccc21
  5.0, 4.6
- CCc1ccc(NC(=O)c2cc3ccccc3o2)cc1
  -8.0, 0.2
- O=C1C2CC=CCC2C(=O)N1c1ccc(OC(F)(F)F)cc1 (stereo unspecified)
  -6.0, -0.4
- Cc1cccc(-c2noc(C3CCN(CC(=O)Nc4ccc(C)cc4F)CC3)n2)c1
  -7.3, 4.0
- COc1ccccc1N1CCN(c2nc(-c3ccccc3O)nc3ccccc23)CC1
  2.4, -2.2
- O=C(NCc1ccccc1)c1nn2c(c1Cl)NC(c1cccs1)CC2C(F)(F)F (stereo unspecified)
  12.0, -2.5
- COc1ccc(C(=O)NCc2cccnc2)cc1Cl
  -4.1, -0.3

Additional entries follow.
Each structure is followed by: mHTT-CaM PPI inh, Pf apPOL inh
- COC(CNC(=O)c1ccc2c(c1)ncn2-c1ccc(F)cc1F)OC
  -11.0, -15.6
- O=C(Nc1nnc(-c2ccc3c(c2)CCCC3)o1)c1ccc([N+](=O)[O-])o1
  -12.7, 8.5
- CNC(=O)C1CN(C(=O)c2ccc(C#N)cc2)CC12CCCC2 (stereo unspecified)
  -1.2, -2.0
- CCN(CC)CCNc1c([N+](=O)[O-])c(=O)oc2ccccc12
  -7.0, -1.3
- CSc1ccc(C2OC3=C(C(=O)CC(C)(C)C3)C(N)=C2C#N)cc1 (stereo unspecified)
  5.0, 5.3
- O=C(NCc1ccc(OCc2ccccc2)cc1)C(=O)NCc1cccs1
  -12.7, -1.4
- COCCN1COc2ccc3c(c2C1)OC(=Cc1ccc(OC)c(OC)c1OC)C3=O
  4.0, -7.2
- Cc1nc2c(c(N3CCSCC3)n1)CCC2
  -4.2, -8.3
- OCc1sccc1Oc1ccccc1
  /, 2.8
- Cc1ccc(/C=C2\C(=O)Nc3ccc(Br)cc32)cc1
  43.0, -8.9
- O=C(c1ccc(F)c(F)c1)N(CCc1cccs1)C1CC1
  -16.9, -7.2
- Cc1cc(OCc2cn(CC(=O)c3ccc(O)cc3)nn2)ccc1[N+](=O)[O-]
  2.2, -0.9
- O=C1C2C3C=CC(C3)C2C(=O)N1c1ccc(-c2csnn2)cc1 (stereo unspecified)
  /, -31.6
- O=C(NC1CCN(C(=O)c2ccccc2)C1)c1cccs1 (stereo unspecified)
  2.3, 2.3
- O=S(=O)(Cc1nc(-c2cccc(C(F)(F)F)c2)no1)c1ccccc1
  -49.5, -10.8
- O=C(O)c1cccc(NS(=O)(=O)c2ccc(Cl)c(C(=O)Nc3ccccc3[N+](=O)[O-])c2)c1
  1.0, -1.3
- COc1ccc(CC(=O)N2CCC(C(=O)NCCc3csc(C)n3)CC2)cc1OC
  -5.5, -0.9
- CCc1ccccc1NC(=O)N1CCC(c2nc(C(=O)N3CCOCC3)c(C)o2)CC1
  1.8, 2.0
- C=CCC(NCc1ccccc1)c1ccco1 (stereo unspecified)
  -1.3, -1.8
- O=C1C(=Cc2cc([N+](=O)[O-])c(N3CCOCC3)cc2N2CCOCC2)C(=O)c2ccccc21
  2.0, 1.9
- CCOc1ccc(/C=C2\SC(=NS(=O)(=O)c3ccc(C)cc3)NC2=O)cc1
  51.0*, -3.2
- CC(=O)Nc1ccc2c(c1)OC(=O)C2(O)C(F)(F)F (stereo unspecified)
  1.0, -3.6
- O=C(CSc1nnc(CCc2nc3ccccc3[nH]2)o1)Nc1nccs1
  21.0, -10.2
- CCc1onc(C)c1C1CCCN1C(=O)c1cc(C(C)C)on1 (stereo unspecified)
  -2.2, -3.6
- CC1CCN(c2ccc(-c3noc(C(=O)NC4CCCCC4)n3)cc2)CC1
  -9.9, -1.8
- CCC(C(=O)Nc1c2c(nn1-c1ccc([N+](=O)[O-])cc1)CS(=O)(=O)C2)c1ccccc1 (stereo unspecified)
  0.0, -1.7
- CC(C)n1c(C2CCN(C(=O)Nc3cc(F)ccc3F)C2)nc2ccncc21 (stereo unspecified)
  -2.5, -5.8
- CCOC(=O)c1cnc2nc(C)ccc2c1Nc1ccc(Cl)cc1
  65.7*, -8.4
- CCN1CCN(CC(=O)N2CCCc3c2c(=O)oc2ccc(O)cc32)CC1
  -3.0, -7.2
- O=C(Nc1ccc(C(F)(F)F)cc1)O[C@@H]1C[C@H]2C[C@@H]1[C@H]1CCCCN1C2
  73.0*, -9.2
- Cc1ccc(C)c(NC(=O)N2CC3CCCN3c3ccccc32)c1 (stereo unspecified)
  47.2, -4.9
- CCc1c(O)c2ccccc2n(-c2ccccc2)c1=O
  /, -10.8
- COc1ccc(-c2ccc(=O)n(C(C)C(=O)NCC(F)(F)F)n2)cc1 (stereo unspecified)
  -7.8, -9.4
- CC(C(=O)Nc1ccc(Cl)cn1)(c1ccccc1)c1ccccc1
  -6.0, -3.7
